From PubChem
HUVEC tox TNFa – cytotoxicity in TNFa-stimulated HUVEC, primary screen, cytotoxicity control for VCAM1 expression modulator project, imaging, Hoechst nuclei count. hit rate 0.17% among 93,000. AID 848, 2007. HUVEC TNFalpha-stimulated, Hoechst cell count. cell count reduction, % at 2 µM;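 active = cell count reduction exceeding the screen mean by over 5 SD, scaled to untreated wells per plate, cut at about 78% in these data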;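 also: cells counted after 24 h of TNF alpha exposure following the 1 h pretreatment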
HUVEC tox IL1B – cytotoxicity in IL-1B stimulated HUVEC, primary screen, cytotoxicity control for IL-1B NFkB translocation project, imaging, Hoechst nuclear count, IL-1B stimulus; hit rate 0.41% among 94,000; HUVEC cell count loss; cell count reduction, % at 2 µM;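 active = cell count reduction more than 3 SD above the screen-wide mean, cut at about 70% in these data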;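 also: normalized per plate to untreated control cells as the no-loss baseline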
Calb biofilm kill – clotrimazole potentiators killing Candida biofilms, primary screen, with clotrimazole, Alamar Blue | hit rate 0.14% among 85,000 | inhibition, % at 6 µM | C. albicans biofilm + clotrimazole;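 active = inhibition above 20%; inactive = inhibition below 20%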;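 also: preformed 24 hr biofilms exposed to compound for 48 hr; 0% = biofilm without compound and 100% = blank killed by clotrimazole plus chlorhexidine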
hDAT+cocaine – changed hDAT dopamine uptake under cocaine IC80, either direction, primary screen, cocaine antagonist project, cell-based, LLC-PK1 hDAT, [14C]-dopamine uptake, MLSMR. Sodium-dependent dopamine transporter (Homo sapiens), Q01959. LLC-PK1 hDAT cells, [14C]-dopamine uptake with cocaine IC80; actives deviate in either direction. B-score at 10 µM. AID 449768, 2010. hit rate 1.3% among 110,000;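 active = Z score or B-score, a plate-position-corrected score, falls beyond the plate's 99.7% confidence bounds, in either direction; inactive = both scores lie inside the 99.7% bounds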;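 also: scored against the spread of the other compound wells on the same plate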
CYP2C9 act – human CYP2C9 activators, primary screen, biochemical, luminescence | Cytochrome P450 2C9 (Homo sapiens), P11712 | recombinant CYP2C9, luciferin-H conversion; hits give high values; factor 1 = untreated enzyme, 0 = blocked | activation factor at 5 µM | hit rate 1.4% among 96,000 | AID 1024, 2008;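 active = activation factor of 2 or more for CYP2C9 at a 5 µM dose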;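 also: 0 = sulfaphenazole-blocked wells and 1 = vehicle-only wells; values of inactives mirror those of a sister screen read the other way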
Target sequence (P11712 whole entry, looked up): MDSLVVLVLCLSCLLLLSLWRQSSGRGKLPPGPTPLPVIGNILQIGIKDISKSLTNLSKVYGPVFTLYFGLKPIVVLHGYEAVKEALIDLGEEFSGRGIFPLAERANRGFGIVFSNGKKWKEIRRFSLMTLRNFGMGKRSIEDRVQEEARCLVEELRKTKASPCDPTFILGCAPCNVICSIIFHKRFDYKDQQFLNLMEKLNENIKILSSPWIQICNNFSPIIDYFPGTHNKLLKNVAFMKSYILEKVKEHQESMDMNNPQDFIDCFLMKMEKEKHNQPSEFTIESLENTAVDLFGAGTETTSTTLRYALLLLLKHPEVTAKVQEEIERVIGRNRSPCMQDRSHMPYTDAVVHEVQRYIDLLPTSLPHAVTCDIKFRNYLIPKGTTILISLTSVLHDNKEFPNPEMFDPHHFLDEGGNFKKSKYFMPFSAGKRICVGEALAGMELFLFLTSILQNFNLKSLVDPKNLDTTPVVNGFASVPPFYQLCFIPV
CYP2C9 inh – blockers of cytochrome P450 2C9 activity – biochemical, luminescence, ADME assay, primary screen. CYP2C9 Supersomes, luciferin-H conversion. inhibition, % at 5 µM. hit rate 20% among 96,000. AID 777, 2007;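 active = blocking of liver enzyme CYP2C9 beyond about 50% at 5 µM, limit read from the data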; also: values of inactives mirror those of a sister screen read the other way
VCAM1 TNFa inh – inhibitors of TNFa-induced VCAM1 expression, primary screen, imaging, HUVEC, TNFa stimulus, immunofluorescence | HUVEC TNFa-induced VCAM-1 immunofluorescence, high-content imaging | inhibition, % at 2 µM | hit rate 0.48% among 95,000 | AID 802, 2007;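 active = inhibition above the batch mean plus 3 SD, with images confirmed as a hit by eye, cut at about 37% in these data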;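 also: 0% = TNF-stimulated DMSO wells and 100% = unstimulated control wells; not every result past the cut was called active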
CYP2C19 inh – blockers of cytochrome P450 2C19 activity – biochemical, luminescence, ADME assay, primary screen; CYP2C19 Supersomes, luciferin-H EGE luminescence, 30 min; AID 778, 2007; inhibition, % at 5 µM; hit rate 21% among 96,000; P33261;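 active = CYP2C19 inhibition above a set limit at 5 µM in the primary screen, cut at about 50% in these data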;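 also: plate controls were negative control wells for no effect and 2.5 mM tranylcypromine positive control for full effect; values of inactives mirror those of a sister screen read the other way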
Target sequence (P33261 whole entry, looked up): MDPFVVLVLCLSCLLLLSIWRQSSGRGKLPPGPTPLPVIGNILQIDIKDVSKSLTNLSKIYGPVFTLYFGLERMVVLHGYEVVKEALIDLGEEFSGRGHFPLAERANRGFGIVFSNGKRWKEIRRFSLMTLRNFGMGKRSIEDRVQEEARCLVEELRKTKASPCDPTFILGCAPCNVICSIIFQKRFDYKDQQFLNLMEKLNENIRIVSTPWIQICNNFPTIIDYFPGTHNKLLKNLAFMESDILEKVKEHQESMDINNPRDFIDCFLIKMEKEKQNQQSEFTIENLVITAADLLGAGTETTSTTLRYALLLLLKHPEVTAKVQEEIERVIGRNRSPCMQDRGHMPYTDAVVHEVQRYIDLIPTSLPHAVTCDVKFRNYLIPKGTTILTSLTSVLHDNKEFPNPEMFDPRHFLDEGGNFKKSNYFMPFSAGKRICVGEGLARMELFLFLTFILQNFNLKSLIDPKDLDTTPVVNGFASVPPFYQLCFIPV
CYP2C19 activ – human CYP2C19 activators, primary screen, biochemical, luminescence. Cytochrome P450 2C19 (Homo sapiens), P33261. 96,000 tested, under 10 active. AID 1025, 2008. activation factor at 5 µM. recombinant CYP2C19, luciferin-H EGE luminescence; hits give high values; 0 = fully inhibited enzyme, 1 = untreated enzyme;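 active = activation factor of at least 2 at 5 µM in the primary screen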;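 also: 0 = wells with 2.5 mM tranylcypromine and 1 = vehicle-only wells; values of inactives mirror those of a sister screen read the other way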
* = called active by the depositor; nt = no result given.

SMILES | HUVEC tox TNFa | HUVEC tox IL1B | Calb biofilm kill | hDAT+cocaine | CYP2C9 act | CYP2C9 inh | VCAM1 TNFa inh | CYP2C19 inh | CYP2C19 activ
COC(=O)c1cn(CCOc2ccccc2)c2ccccc12 | -29 | -62 | 7 | -0.62 | 0 | 97* | 9 | 96* | 0
Cc1ccc(C(=O)N(c2c(C)n(C)n(-c3ccccc3)c2=O)C(C)C)cc1 | -5 | nt | 2 | 0.37 | 0.9 | 7 | -4 | -4 | 1
Cc1ccc(OCCCN2CCCC2)c(C)c1 | -7 | nt | 6 | -0.37 | 1 | 2 | 2 | 16 | 0.8
COC(=O)Nc1nnc(-c2ccccc2Cl)s1 | 18 | 19 | 4 | 0.52 | 1.2 | -20 | 5 | 20 | 0.8
COC(=O)c1cc(NC(=O)C2COc3ccccc3O2)ccc1Cl (stereo unspecified) | -15 | -9 | nt | 0.11 | 0.3 | 72* | -9 | 95* | 0.1
O=C(CN1CCN(c2ccc(Cl)cc2)CC1)Nc1ccc(F)cc1 | -14 | -117 | 3 | 0.22 | 0.5 | 49 | 6 | 23 | 0.8
CCn1ncc(/C=N/N=C2\CCC3C4CCc5cc(O)ccc5C4CCC23C)c1C (stereo unspecified) | -15 | 13 | nt | 0.2 | 0.2 | 80* | -7 | 48 | 0.5
CN(Cc1ccccc1)Cc1nc2c(c(=O)n(C)c(=O)n2C)n1Cc1ccc(F)cc1 | -15 | 15 | 7 | -0.32 | 0.3 | 72* | 2 | 26 | 0.7
CC(C)NC(=O)c1ccccc1N(Cc1ccccc1)S(C)(=O)=O | -20 | -14 | -1 | -0.03 | 0.8 | 17 | -4 | 29 | 0.7
CCOC(=O)Cc1c(C)nc2c(-c3ccccc3)c[nH]n2c1=O | nt | nt | -1 | nt | 0.8 | 20 | nt | -6 | 1.1
COc1cccc(C=Nc2cc(C)on2)c1O | nt | nt | 1 | -1 | 1 | 4 | nt | -6 | 1.1
O=C(c1cc(-c2ccco2)on1)N1CCOCC1 | 22 | -15 | 3 | -1.5 | 1 | 1 | 3 | -5 | 1
O=C(CSc1nnc(-c2cccs2)o1)OCc1ccccc1 | nt | nt | 1 | 1.3 | 0.8 | 20 | nt | 23 | 0.8
CCOC(=O)Cc1c(C)nc2c(-c3ccc(OC)cc3)c(C)nn2c1C | 0 | 6 | 9 | 0.85 | 0.6 | 40 | 20 | 18 | 0.8
COc1cccc(C(=O)Nc2ccc3nc(N4CCOCC4)cc(C)c3c2)c1 | -12 | -41 | 1 | 2.3 | 0.6 | 36 | 4 | 36 | 0.6
CN1C(=S)SC(N(O)C=C2C=CC(=O)C=C2)C1(C)C (stereo unspecified) | 2 | -9 | 6 | -0.51 | 0.7 | 31 | -22 | 21 | 0.8
Cc1cc(C)n(-c2nc(NCCCO)c3c4c(sc3n2)CCCC4)n1 | -19 | -14 | 8 | 0.9 | 0.5 | 49 | 12 | 21 | 0.8
Cc1nc2ccc(NC(=O)N3CCSCC3)cc2s1 | -14 | -5 | 8 | -0.57 | 1.2 | -25 | 20 | 9 | 0.9
COc1ccc(C(=O)OCC(=O)c2ccc(C3CCCCC3)cc2)cc1 | -24 | -4 | nt | 1.2 | 0.8 | 17 | 5 | 10 | 0.9
Cc1ccc2cc(C(c3nnnn3C3CCCC3)N3CCN(c4ccccc4)CC3)c(=O)[nH]c2c1 (stereo unspecified) | -8 | 14 | 3 | -0.026 | 0.6 | 40 | 2 | 4 | 1
O=C(N1CCCCCC1)n1c(Cc2ccccc2)nc2ccccc21 | -11 | 7 | 7 | 1 | nt | nt | 4 | nt | nt
Cc1nc(NC(=O)c2ccccc2)sc1-c1csc(Nc2ccc(Cl)cc2)n1 | -46 | -32 | nt | 1.2 | 1.2 | -19 | -7 | 45 | 0.6
O=c1nc(N2CCCCCC2)nc(N2CCCCCC2)[nH]1 | -9 | -1 | nt | 0.85 | 1 | 3 | -1 | 7 | 0.9
COC(=O)c1ccc(NC(=O)COc2ccccc2OC)cc1 | -7 | -7 | nt | -1.6 | 0.8 | 20 | -10 | 44 | 0.6
O=C1CCCc2ccccc2N1Cc1ccccc1Cl | -5 | 24 | nt | -0.41 | 0.5 | 46 | 3 | 88* | 0.1
CC(C)C(c1nnnn1C1CCCCC1)N1CCN(c2ncccn2)CC1 (stereo unspecified) | -22 | 23 | 2 | 0.54 | 0.4 | 60* | -7 | 27 | 0.7
COc1cccc(-n2nnnc2SCC(=O)N2CCCc3ccccc32)c1 | -8 | 28 | 4 | 1.7 | 0.8 | 19 | 10 | 52* | 0.5
COCN(C#N)c1nc(OC)nc(OC)n1 | nt | nt | -1 | -0.48 | 1 | -2 | nt | -1 | 1
COCCCNC(=O)c1cn(CC(C)C)c(=O)c2c1c1ccccc1n2C | -8 | nt | 10 | 0.17 | 0.5 | 45 | 16 | 23 | 0.8
COc1ccccc1NC(=O)CC1C(=O)Nc2c1c(=O)n(C)c(=O)n2C (stereo unspecified) | -14 | -13 | 4 | -0.072 | 0.4 | 58* | 4 | 10 | 0.9
CC(=O)NC1CC2CCC(C1)N2Cc1ccc(C)cc1 (stereo unspecified) | -13 | nt | 6 | 0.22 | 1 | -1 | 8 | 54* | 0.5
COc1ccc(N(CC(=O)NCc2cccs2)S(=O)(=O)c2c(C)n[nH]c2C)cc1 | -14 | -16 | 6 | 1.4 | 0.7 | 32 | -9 | 73* | 0.3
Cc1ccc(S(=O)(=O)NCC(C)NS(=O)(=O)c2ccc(C)cc2)cc1 (stereo unspecified) | -18 | -12 | 2 | -8.2* | 1.1 | -15 | 10 | 33 | 0.7
CCCCNC(=O)Cc1c(O)c2ccccc2[nH]c1=O | nt | 13 | 5 | 1.3 | 0.8 | 18 | -4 | 16 | 0.8
Cc1cc(C(N)=O)c2cc(Br)ccc2n1 | -6 | -40 | 2 | 0.4 | 1 | -1 | -17 | 0 | 1
N#Cc1c(C(F)(F)F)cc(-c2ccccc2Cl)[nH]c1=O | nt | nt | nt | 0.089 | 0.1 | 86* | nt | -8 | 1.1
CCOC(=O)C1CCN(C(=O)Cc2ccc(OC)c(OC)c2)CC1 | 18 | 12 | -2 | -0.033 | 1.2 | -16 | 32 | 23 | 0.8
CC(=O)Nc1ccc(S(=O)(=O)NC2(C(F)(F)F)C(=O)Nc3c2c(=O)n(C)c(=O)n3C)cc1 (stereo unspecified) | -34 | -45 | -1 | -1 | 1.1 | -7 | 2 | 26 | 0.7
CC(=O)c1c(C)oc2ccc(N(C(C)=O)S(=O)(=O)c3ccc(Cl)c([N+](=O)[O-])c3)cc12 | 8 | 1 | nt | 0.48 | 1.4 | -42 | 88* | -1 | 1
O=C(N/N=C/c1cccnc1)C(O)(c1ccccc1)c1ccccc1 | -6 | -14 | nt | 1.1 | 0.6 | 41 | 18 | 39 | 0.6
Cc1ccc(C)c(NS(=O)(=O)c2cc(C(N)=O)ccc2C)c1 | 4 | 35 | -5 | -0.83 | 1 | 2 | 9 | 76* | 0.2
CCN1CCCC1CNC(=O)c1ccc(CS(=O)(=O)c2ccccc2C)o1 (stereo unspecified) | nt | nt | 7 | -0.5 | 1.1 | -14 | nt | -12 | 1.1
CC(C)NC(=O)COC(=O)c1ccc(O)cc1 | nt | nt | 2 | -0.26 | 1.4 | -39 | nt | 48 | 0.5
Cc1ccc(C)c(C(=O)c2c(C)nc3sccn23)c1 | -15 | 14 | 8 | -0.12 | 0.5 | 50 | 12 | 95* | 0.1
CCOc1cc(C)c(Cl)cc1S(=O)(=O)n1cnc2ccccc21 | nt | -39 | 4 | -0.41 | 1 | 0 | nt | 25 | 0.7
Cn1nnc2cc(C(=O)NCc3ccco3)ccc21 | -14 | -28 | 5 | 0.07 | 1.3 | -30 | -1 | -24 | 1.2
CN(C)c1nc(OCCNC(=O)COc2ccccc2Cl)nc(N(C)C)n1 | -21 | -16 | 3 | 0.13 | nt | nt | 6 | nt | nt
N#Cc1nc(-c2ccco2)oc1NCCN1CCOCC1 | -48 | -31 | 2 | 0.24 | 1.1 | -8 | 0 | 12 | 0.9
Cc1cccc(N2CCN(CC(=O)Nc3ccc(-n4cnnn4)cc3)CC2)c1C | -12 | 7 | 0 | -0.98 | 0.9 | 5 | 0 | 4 | 1
Cc1cccc(N(C)C(=O)COc2cc(=O)n(C)c3ccccc23)c1 | -9 | 16 | -13 | -0.051 | 1 | 3 | 5 | 26 | 0.7
CCOC(=O)c1ccc(NC(=O)c2cn(-c3ccccc3)nc2-c2ccncc2)cc1 | 14 | 0 | nt | -0.96 | 0.7 | 31 | -9 | 15 | 0.8
CCOC(=O)Cn1c(CN2CCOCC2)nc2c1c(=O)[nH]c(=O)n2C | -2 | -14 | 5 | 0.017 | nt | nt | 20 | nt | nt
Cc1ccccc1NS(=O)(=O)c1cc(S(C)(=O)=O)ccc1Cl | 0 | 5 | -5 | 0.012 | 0.6 | 37 | 7 | 28 | 0.7
Cc1ccc(C2CC(c3ccc(Cl)cc3)n3nc(N)nc3N2)cc1 (stereo unspecified) | nt | nt | 4 | -0.12 | 0.9 | 6 | nt | 11 | 0.9
Cn1nc(-c2ccc(N3CCOCC3)c(NS(=O)(=O)c3ccc(Cl)cc3)c2)c2ccccc2c1=O | 2 | -13 | 8 | 0.73 | 0.2 | 84* | 19 | 86* | 0.1
Cc1ccccc1C(=O)Nc1ccccc1 | -22 | -8 | 1 | -0.21 | 1.2 | -16 | 2 | -8 | 1.1
COc1ccc(CCNS(=O)(=O)c2cccc(S(=O)(=O)N3CCCC3)c2)cc1OC | nt | nt | 12 | -0.0066 | 0.2 | 84* | nt | 96* | 0
Cc1ccc(N2C(=O)C3C4C=CC(C4)C3C2=O)cc1 (stereo unspecified) | -17 | 14 | -4 | -0.27 | 0.8 | 18 | 5 | 47 | 0.5
Cc1cc(C(C)(C)C)oc1C(=O)NCCCNC(=O)c1oc(C(C)(C)C)cc1C | nt | -19 | 3 | 0.19 | nt | nt | 14 | nt | nt
COCC(C)NS(=O)(=O)c1ccc(C)cc1 (stereo unspecified) | -5 | 6 | nt | -0.32 | 1.1 | -8 | -7 | 17 | 0.8
COc1ccc(S(=O)(=O)N(C)CC(=O)Nc2ccc3c(c2)OCCO3)cc1OC | -14 | 7 | 3 | -0.17 | 0.7 | 27 | -16 | 22 | 0.8
O=C(COc1ccc(Cl)cc1Cl)NC(=O)N1CCOCC1 | nt | 41 | -2 | -0.14 | 1.1 | -13 | -15 | 52* | 0.5
